Screens as filed in PubChem.
PV pol inh: inhibitors of poliovirus RNA polymerase binding and polymerization; AID 588519; poliovirus polymerase elongation, fluorescence polarization; stronger effect = lower value; 150,000 tested, 0.66% active; P03300; % elongation, % (compound at 16.7 µg/mL); in the data active means % elongation below about 90%; further: some results filed as inactive read as strong as hits
Target sequence (P03300 1749-2209 limits assumed): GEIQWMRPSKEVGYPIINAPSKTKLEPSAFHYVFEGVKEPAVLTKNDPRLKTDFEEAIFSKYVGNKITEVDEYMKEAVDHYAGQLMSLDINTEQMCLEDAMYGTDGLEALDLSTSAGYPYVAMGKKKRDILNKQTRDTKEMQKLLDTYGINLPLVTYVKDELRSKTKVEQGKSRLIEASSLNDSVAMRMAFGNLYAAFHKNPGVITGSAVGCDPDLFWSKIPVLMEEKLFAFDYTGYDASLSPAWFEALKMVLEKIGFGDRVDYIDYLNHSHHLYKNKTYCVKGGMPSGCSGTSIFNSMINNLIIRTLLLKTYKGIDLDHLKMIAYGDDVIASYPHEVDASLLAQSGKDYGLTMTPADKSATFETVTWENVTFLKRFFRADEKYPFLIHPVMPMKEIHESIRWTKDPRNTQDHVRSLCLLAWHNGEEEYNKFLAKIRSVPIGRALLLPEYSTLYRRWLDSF
PV pol inh FP z-score: further read-out of PV pol inh, marked with its call; z-score; measured here: FP z-score; hits read low
Active calls of the source: *; & = joins results of further samples. Some of the compounds tested; count on the stated rates, not on these rows.

Sample of the layout:
SMILES | PV pol inh | PV pol inh FP z-score
CC12CC(NC(=O)N1c1ccc(C(=O)N3CCN(Cc4ccc5c(c4)OCO5)CC3)cc1)c1cc(Cl)ccc1O2 (stereo not given) | 99 | -0.6
COC(=O)c1cc(S(=O)(=O)NC2CCCCC2C)c[nH]1 (stereo not given) | 101 | -0.3
CN(C(=O)Cn1c(=O)n(CC(=O)NCCc2ccccc2)c(=O)c2sccc21)C1CCCCC1 | 98 | -1.8
COC(=O)Cn1c2ccc(C)cc2c2nc3ccccc3nc21 | 101 | -0.3
CC1CC(C)CN(CCC(=O)Nc2ccccc2F)C1 (stereo not given) | 100 | -0.7
CC1CCc2c(cc(-c3ccccc3)n2-c2ccc(C(=O)NC(C)C)cc2)C1 (stereo not given) | 111 | 0.7
CCOC(=O)c1cnc2c(ccc3ccccc32)c1NCCN1CCOCC1 | 104 | 0.7
CCOC(=O)c1c(C(C)(C)C)oc2ccc(OCC(=O)OC)cc12 | 103 | 0.4
O=C(COC(=O)c1ccccc1Br)NCC1CCCCC1 | 103 | 0.6
CC(c1nnc(SCc2cc(=O)n3ccsc3n2)n1-c1ccc(Cl)cc1)N1CCCCC1 (stereo not given) | 105 | 0.3
COc1ccc(CNC(=O)CCn2cccn2)cc1 | 107 | 0.7
CCOc1ccc2nc(N3CCC(C(=O)N4CCCCC4)CC3)sc2c1 | 103 | 0.3
CCCNC(=O)c1cnn(-c2ccc(C)c(C)c2)c1C1CCN(C(=O)OC(C)(C)C)CC1 | 112 | 1.2
CCN1CCN(C(C)C(=O)N(C(C)C)C(C)C)CC1 (stereo not given) | 101 | -0.6
O=C(COc1ccccc1)Nc1ccc2[nH]c(=O)[nH]c2c1 | 97 | -1
O=C(c1ccc(Cl)cc1)N1CCCC(C(=O)N2CCCc3ccccc32)C1 (stereo not given) | 97 | -0.5

Results, from the start:
SMILES | PV pol inh | PV pol inh FP z-score
CC12CC(NC(=O)N1c1ccc(C(=O)N3CCN(Cc4ccc5c(c4)OCO5)CC3)cc1)c1cc(Cl)ccc1O2 (stereo not given) | 99 | -0.6
COC(=O)c1cc(S(=O)(=O)NC2CCCCC2C)c[nH]1 (stereo not given) | 101 | -0.3
CN(C(=O)Cn1c(=O)n(CC(=O)NCCc2ccccc2)c(=O)c2sccc21)C1CCCCC1 | 98 | -1.8
COC(=O)Cn1c2ccc(C)cc2c2nc3ccccc3nc21 | 101 | -0.3
CC1CC(C)CN(CCC(=O)Nc2ccccc2F)C1 (stereo not given) | 100 | -0.7
CC1CCc2c(cc(-c3ccccc3)n2-c2ccc(C(=O)NC(C)C)cc2)C1 (stereo not given) | 111 | 0.7
CCOC(=O)c1cnc2c(ccc3ccccc32)c1NCCN1CCOCC1 | 104 | 0.7
CCOC(=O)c1c(C(C)(C)C)oc2ccc(OCC(=O)OC)cc12 | 103 | 0.4
O=C(COC(=O)c1ccccc1Br)NCC1CCCCC1 | 103 | 0.6
CC(c1nnc(SCc2cc(=O)n3ccsc3n2)n1-c1ccc(Cl)cc1)N1CCCCC1 (stereo not given) | 105 | 0.3
COc1ccc(CNC(=O)CCn2cccn2)cc1 | 107 | 0.7
CCOc1ccc2nc(N3CCC(C(=O)N4CCCCC4)CC3)sc2c1 | 103 | 0.3
CCCNC(=O)c1cnn(-c2ccc(C)c(C)c2)c1C1CCN(C(=O)OC(C)(C)C)CC1 | 112 | 1.2
CCN1CCN(C(C)C(=O)N(C(C)C)C(C)C)CC1 (stereo not given) | 101 | -0.6
O=C(COc1ccccc1)Nc1ccc2[nH]c(=O)[nH]c2c1 | 97 | -1
O=C(c1ccc(Cl)cc1)N1CCCC(C(=O)N2CCCc3ccccc32)C1 (stereo not given) | 97 | -0.5
Cc1ccccc1CNC(=O)Cn1cc2c(n1)-c1c(oc(C(=O)N3CCCC3)c1C)CC2 | 89 | -3.3
CN1CC(C(=O)Nc2ccc(I)cc2)CC1=O (stereo not given) | 100 | -0.2
CC(C)=CCC/C(C)=C/CC/C(C)=C/CSCC(=O)O | 97&98 | -1.4&-0.6
C1=C(c2c[nH]c3ccccc23)CC(c2ccccc2)=NN=C1c1ccccc1 | 105 | 0.1
CCC1CN(C(=O)N2CCC(C(=O)NCc3ccccc3C)CC2)c2ccccc2O1 (stereo not given) | 109 | 0.3
O=C1c2ccccc2S(=O)(=O)N1CCS(=O)(=O)c1ccc(Cl)cc1Cl | 102 | -0.4
O=C(Nc1c(O)c2ccccc2oc1=O)c1ccccc1Cl | 104 | -0.2
COc1cccc(C2CC(=O)Nc3c2c(=O)n(C)c2ncnn32)c1OC (stereo not given) | 101 | -1
CCc1cc2c(=O)c(-c3csc(C)n3)coc2cc1OC(C)C(=O)O (stereo not given) | 98 | -0.6
SMILES | PV pol inh | PV pol inh FP z-score
O=C(COC(=O)c1cccc(S(=O)(=O)N2CCCCC2)c1)Nc1ccccc1 | 104 | 0.2
COc1ccc(Nc2nc(N)nc(CN3CCC(C)CC3)n2)cc1 | 100 | 0
Cn1c[n+](/N=C(/[O-])c2ccc(C(=O)ON3C(=O)CCC3=O)cc2)cn1 | 102 | -0.2
O=C(NC1CC1)c1cc(=O)c2ccccc2o1 | 103 | 0.6
Cc1ccc(-c2nc3ccccc3s2)cc1NC(=O)c1ccccc1 | 100 | -0.4
Cc1ccc(-n2c3nc(=O)[nH]c(=O)c-3cc3c(C)nn(-c4ccccc4)c32)c(C)c1 | 107 | -0.5
CC(C)(C)OC(=O)N1CCC(c2c(C(=O)NCCN3CCOCC3)cnn2-c2cccc(F)c2)CC1 | 101 | -0.9
O=C(OC(Cc1ccccc1)C(F)(F)F)c1ccc(Cl)cc1Cl (stereo not given) | 104 | 0.1
O=C1CC(c2ccccc2)CN1Cc1ccccc1 (stereo not given) | 98 | -1.3
CCC1(C)N(O)C(C)C(c2ccccc2)=[N+]1[O-] (stereo not given) | 103 | 0.2
Cc1cc(C)c2nc(N(Cc3cccnc3)C(=O)Cc3ccccc3)sc2c1 | 111 | 0.8
CCOC(=O)c1sc(SC)c2c1CC(c1ccc(OC)cc1)CC2=O (stereo not given) | 109 | 1.1
COC(=O)c1ccc(COC(=O)CN2C(=O)C3CC=CCC3C2=O)cc1 (stereo not given) | 102 | 0.1
O=C(N1CCOCC1)N1CCN(S(=O)(=O)c2ccccc2)C1 | 104 | 1
Cc1ccc(C(=O)OCc2cc(=O)n3nc(CC(C)C)sc3n2)cc1 | 101 | -1
Cc1ccc2c(c1)C(c1ccccc1)NCC(=O)N2 (stereo not given) | 100 | -0.1
CCOc1ccccc1NC(=O)CSc1nnc(C(CO)NC(=O)c2ccc(OC)cc2)n1C (stereo not given) | 97 | -1.8
O=C(Cn1ncc2c(=O)oc3ccccc3c21)N1CCN(C2CCCCC2)CC1 | 103 | 0.5
CS[C@H](C)[C@H](OC(C)=O)C(=O)N(C)CCN(C)C (tested in a mixture with another compound) | 99 | -0.9
Cc1cc(=O)[nH]c2nnc(SCC(=O)NC(C)C)n12 | 99 | -1.1
CCOC(=O)c1cccc(-c2ccc(/C=C3\C(=N)N4N=C(N5CCCC5)SC4=NC3=O)o2)c1 | 101 | 0.1
N#Cc1ccccc1NC(=O)COC(=O)c1ccccc1I | 107 | 0.5
CCNc1c2c(nc3ccccc13)CC(C)(C)CC2=O | 101 | -0.1
Cc1nnc(C)n1/N=C\c1cccc(O)c1 | 101 | -0.6
CC1CCc2sc(C(=O)OC3CCCCC3=O)cc2C1 (stereo not given) | 108 | 0.7
SMILES | PV pol inh | PV pol inh FP z-score
CC(C)c1nn2c(=O)cc(COC(=O)c3ccccc3NC(=O)COc3ccccc3)nc2s1 | 105 | -0.4
O=C(COC(=O)CCc1nnc(-c2ccccc2)o1)Nc1ccc(F)cc1 | 105 | 0.2
Nn1c(SCc2cc(=O)n3ccsc3n2)nnc1-c1ccc(Cl)cc1Cl | 101 | -0.1
CC(Sc1ccccc1)C(=O)Nc1ccc(N2CCOCC2)cc1 (stereo not given) | 104 | 0.1
C=C(C)c1cccc(C(C)(C)NC(=O)N2c3ccc(F)cc3CCC2C)c1 (stereo not given) | 103 | 0.5
COc1ccc(C)cc1NC(=O)C1CCN(S(=O)(=O)c2cccc3nonc23)CC1 | 108 | 0.6
COc1ccccc1NC(=O)c1ccc(COc2ccc(C)c(C)c2)o1 | 104 | -0.4
O=C1c2ccccc2C(=O)N1c1ccc(Cl)cc1 | 102 | -0.3
CC(C)(C)OC(=O)N1CCN(C2CC(=O)N(c3ccccc3)C2=O)CC1 (stereo not given) | 103 | 0.6
COC(=O)c1cnn(C(=O)Nc2c(C)cccc2C)c1C(OC)OC | 101 | -0.2
COc1ccc(-c2ocnc2C(=O)NCc2nn(-c3ccccc3)nc2C)cc1 | 100 | -0.4
COc1cc(NC(=O)Nc2cccc(-c3noc(C)n3)c2)cc(OC)c1OC | 107 | 0
COc1ccc(Cc2nnc3n2N=C(N)CS3)cc1 | 100 | -0.3
C#CC(C)(CC)NC(=O)Cn1nnc(-c2ccc(OCc3ccccc3C)cc2)n1 (stereo not given) | 108 | 0.8
Nc1scc[n+]1Cc1cccc2cccnc12 | 101 | -0.5
CC(C)NC(=O)Nc1ccccc1C(=O)N=c1sc2ccccc2n1C | 103 | 0.2
Cc1ccc(CN2CCC(CNC(=O)Nc3ccccc3F)CC2)cc1 | 106 | 0
O=C1c2ccccc2C(=O)N1CN(C(=O)c1ccccc1)c1ccc(O)cc1 | 104 | 0.5
COc1ccc(I)cc1S(=O)(=O)N1CCOCC1 | 100 | 0
Cc1cc(-n2c(C)nc3ccccc3c2=O)ccc1NC(=O)c1ccccc1[N+](=O)[O-] | 101 | -1.4
Cc1ccc(C)n1-c1ccc(C(=O)NCC(F)(F)F)cc1 | 104 | 0
CCCCn1c(C)nc2cc(S(=O)(=O)N3CCOCC3)ccc21 | 105 | 0.3
CSc1ncc(Nc2nc(C)cs2)cn1 | 104 | 0.8
CCS(=O)(=O)N1N=C(c2ccccc2)CC1c1cc2cc3c(cc2nc1Cl)OCCO3 (stereo not given) | 103 | 0.4
O=C(Oc1ccc(C2SCCS2)cc1)C1CCCCC1 | 103 | 0.2
SMILES | PV pol inh | PV pol inh FP z-score
Fc1ccc(Nc2nc(-c3cccc(Cl)c3)c3c(n2)-c2ccccc2OC3)c(F)c1 | 104 | -0.3
O=C(CSc1nnc2[nH]c(=O)cc(-c3ccccc3)n12)Nc1ccccc1C(F)(F)F | 108 | 0.2
N#CC1CCn2c(cc3sccc32)C1=O (stereo not given) | 102 | 0.1
COc1ccc2c(CNCCc3ccccc3C)c(C(=O)O)n(Cc3ccccc3C)c2c1 | 99 | -1.5
COc1cc(C2Nc3c(C)cc(C)cc3-c3cc(C)nn32)cc(OC)c1O (stereo not given) | 101 | -0.3
O=C(COC(=O)Cc1ccc(F)cc1)Nc1ccccc1 | 101 | -0.3
CCOC(=O)N1CCC2(CC1)C(C#N)=C(N)OC1=C2C(=O)CCC1 | 114 | 1.5
CCCCN(C(=O)c1cccc(S(=O)(=O)N2CCOCC2)c1)c1c(N)n(CCC)c(=O)[nH]c1=O | 105 | 0.4
Cc1nc(SCC(=O)OCN2C(=O)c3ccccc3C2=O)n[nH]1 | 99 | -0.8
CCCNC(=O)c1cc2n(n1)CCCN(Cc1ccc(C)cc1)C2=O | 108 | 0.4
Cc1ccc(S(C)(=O)=O)cc1 | 102 | -0.6
COc1ccc(-n2nc3cc(C)c(N)c(Br)c3n2)cc1 | 99 | -1.2
COc1ccc2ncc3c(-c4ccc(C)c(C)c4)nn(CC(=O)Nc4ccccc4)c3c2c1 | 109 | 0.6
O=C(O)COc1ccc(C=Nc2ccc3c(c2)OCO3)cc1Cl | 92 | -1.6
COc1cccc(C(CC(=O)c2ccc(Cl)cc2)C(C#N)C#N)c1 (stereo not given) | 101 | -0.1
O=C(c1cc(O)ccc1O)c1coc2ccc(O)cc12 | 101 | 0.2
Cc1cc(C)c2c(=O)c3c(oc2c1)C(=O)N(Cc1ccco1)C3c1ccc(F)cc1 (stereo not given) | 107 | -0.3
Cc1cccc(C(=O)N[C@H](C(=O)Nc2nc3ccccc3[nH]2)C(C)C)c1 | 103 | 0
O=S1(=O)CC(S(=O)(=O)c2ccccc2)c2ccccc21 (stereo not given) | 99 | -1
N#CC1(c2ccccc2)CCCN1C(=O)c1ccco1 (stereo not given) | 104 | 0.6
N=C1/C(=C\c2cccn2Cc2ccccc2)C(=O)N=C2SC(N3CCCCC3)=NN12 | 101 | 0.1
CCc1ccc(NC(=O)CC2C(=O)N(c3cccc(C)c3)C(=O)N2Cc2cccs2)cc1 (stereo not given) | 103 | -1
Cc1ccc(-c2noc(-c3ccc(NC4CCCC4)c([N+](=O)[O-])c3)n2)cc1 | 105 | -0.6
N=C1C(c2nc3ccccc3[nH]2)=C(O)CN1c1ccccc1 | 102 | 0.1
CCOC(=O)/C(C#N)=C/c1cn(-c2ccccc2)nc1-c1cccnc1 | 104 | 0.3
SMILES | PV pol inh | PV pol inh FP z-score
CCCC1=NN(C(=O)C(C)(C)C)C(=O)C1Cc1c(F)cccc1Cl (stereo not given) | 106 | 0.4
Cc1ccc(C)c(CN2C(=O)c3ccccc3S(=O)(=O)c3ccc(C(=O)N4CCc5ccccc54)cc32)c1 | 103 | -0.6
COC(=O)CC1SC(=O)NC1=Nc1ccc(O)cc1 (stereo not given) | 102 | 0.2
CCCCN1C(=O)CC(C(=O)O)C1c1ccc(OC)cc1 (stereo not given) | 105 | 0.3
Cc1ccc2c(=O)cc(C(=O)NCc3ccccc3)oc2c1 | 104 | -0.7
Cn1cc(CCC(=O)NC2CCCCC2)c2ccccc21 | 101 | -0.1
COc1ccc(-n2cc(-c3ccc4c(c3)OCO4)n(CC(=O)Nc3cc(Cl)ccc3C)c2=O)cc1 | 112 | -0.1
CC12CN(Cc3ccccc3)CC(C)(CN(Cc3ccccc3)C1)C2=O | 104 | 0.8
Cc1ccnc(SCC(=O)/C=C2\N(C)c3ccccc3C2(C)C)n1 | 113 | 1.2
CC(=O)N1CCCc2cc(S(=O)(=O)N3CCCC(C(=O)NC(C)C)C3)ccc21 (stereo not given) | 107 | -0.2
